LEDGF integ inh = blocks HIV-1 LEDGF/p75-dependent DNA integration. TR-FRET IN-LEDGF/p75 DNA integration, Eu/Cy5. 370,000 compounds, 0.64% hits. inhibition, % at 3.7 µM;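 active means inhibition above the screen-wide mean plus 3 SD, cut at about 13% in these data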;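 further: signal is the Cy5 over europium emission ratio at 671 and 618 nm; 0% = plate median of compound wells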
DDE Tn6 FP inh = DD(E)-Tn6 binding inhibition, primary FP screen | Fibrin DD(E) TRITC-Tn6 fluorescence polarization displacement | inhibition, % at 8.3 µM | 370,000 compounds, 0.21% hits;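 active means inhibition above a per-campaign cutoff: mean of compounds within control limits plus 3 SD, cut at about 15% in these data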;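 further: 0% = median of all compound wells on the plate and 100% = blocking peptide control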
PRMT1 inh = inhibitors of human PRMT1; Q99873; recombinant PRMT1, activity-based probe fluorescence polarization; inhibition, % at 2.79 µM; 370,000 compounds, 1.3% hits; AID 652257;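 active means inhibition above about 21% made by adding two undisclosed values, limit read from the data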
UHRF1 MBD2 ctr = blocks human UHRF1 binding to methylated DNA | Q96T88 | inhibition, % at 4.4 µM | 370,000 compounds, 0.75% hits | UHRF1 binding to methylated oligo, TR-FRET; in the data active means inhibition above about 21%;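 further: UHRF1 SRA domain binding a hemimethylated CpG hairpin DNA probe; 0% = median of test compound wells and 100% = reference inhibitor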
Target sequence (Q96T88 whole entry, looked up, the tested form may be a part): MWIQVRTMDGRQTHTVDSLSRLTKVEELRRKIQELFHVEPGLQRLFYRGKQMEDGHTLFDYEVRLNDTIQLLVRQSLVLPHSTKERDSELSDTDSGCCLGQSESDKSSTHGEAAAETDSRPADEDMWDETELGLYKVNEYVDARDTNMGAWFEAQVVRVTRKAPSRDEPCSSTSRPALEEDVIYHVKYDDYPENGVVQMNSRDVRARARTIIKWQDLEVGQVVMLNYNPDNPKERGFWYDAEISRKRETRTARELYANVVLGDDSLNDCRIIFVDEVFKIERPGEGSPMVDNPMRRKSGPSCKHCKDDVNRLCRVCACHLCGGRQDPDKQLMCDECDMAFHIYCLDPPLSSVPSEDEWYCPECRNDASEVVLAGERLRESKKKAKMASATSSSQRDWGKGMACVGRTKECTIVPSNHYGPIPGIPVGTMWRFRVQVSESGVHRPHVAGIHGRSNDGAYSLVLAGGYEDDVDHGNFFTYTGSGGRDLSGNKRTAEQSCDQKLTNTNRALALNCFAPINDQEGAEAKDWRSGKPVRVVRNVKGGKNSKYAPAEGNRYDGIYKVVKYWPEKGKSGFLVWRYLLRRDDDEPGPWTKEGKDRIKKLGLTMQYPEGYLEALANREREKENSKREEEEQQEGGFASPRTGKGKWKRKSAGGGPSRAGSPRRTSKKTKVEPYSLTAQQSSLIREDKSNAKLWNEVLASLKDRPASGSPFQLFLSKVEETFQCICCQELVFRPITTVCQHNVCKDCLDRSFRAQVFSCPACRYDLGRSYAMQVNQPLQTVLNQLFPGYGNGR
TCR CD3 inh = blocks the human TCR-CD3 interaction. inhibition, % at 9.4 µM. TAMRA-labeled TCR probe fluorescence, biochemical. 360,000 compounds, 0.37% hits; in the data active means inhibition above about 19%;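 further: recombinant mutant TCR 2C K166C tagged with TAMRA read by polarization; 0% = receptor in buffer alone and 100% = receptor with positive control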
SIAE primary = blocks human sialic acid acetylesterase. Q9HAT2. SIAE FP-Rh probe binding, fluorescence polarization. inhibition, % at 9.66 µM. 370,000 compounds, 0.69% hits;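 active means inhibition above a cutoff: mean of compounds within the control limits plus 3 SD of those, cut at about 17% in these data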;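 further: 0% = plate median of compound wells and 100% = probe without SIAE protein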
proKLK7 act = activates the human kallikrein-7 zymogen; purified proKLK7, EDANS-DABCYL substrate fluorescence; 100% is mature enzyme control, 0% vehicle; 370,000 compounds, 0.9% hits; activation, % at 7 µM; AID 652039;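 active means activation above the mean of all tested compounds plus 3 SD, computed per campaign excluding outliers beyond control limits, cut at about 13% in these data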
Target sequence (P49862 whole entry, looked up): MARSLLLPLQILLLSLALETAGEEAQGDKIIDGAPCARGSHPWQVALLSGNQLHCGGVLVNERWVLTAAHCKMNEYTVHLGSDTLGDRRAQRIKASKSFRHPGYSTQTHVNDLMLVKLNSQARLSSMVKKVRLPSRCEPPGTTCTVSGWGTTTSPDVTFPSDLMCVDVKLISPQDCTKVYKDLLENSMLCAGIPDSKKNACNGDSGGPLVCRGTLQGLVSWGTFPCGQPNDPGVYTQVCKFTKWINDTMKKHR
MBD2 DNA inh = inhibitors of human MBD2 binding to methylated oligonucleotide; Q9UBB5; AID 686964; inhibition, % at 4.4 µM; TR-FRET; 370,000 compounds, 0.31% hits; in the data active means inhibition above about 13%
Tn7 DDE FP = disrupts Tn7 cyclic peptide binding to fibrin D-Dimer-E complex; P02675; FP displacement of FITC-Tn7 peptide from fibrin DD(E); 0% = median of compound wells per plate; inhibition, % at 8.3 µM; 370,000 compounds, 0.13% hits;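 active means inhibition above the mean of compounds falling within the control limits plus 3 SD of them, cut at about 14% in these data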;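 further: 0% = plate median of compound wells and 100% = 10 µM Aha-Tn7 peptide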
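assay system = human clot-derived fibrin DD(E) complex | quantity = Fibrin-DD(E) at 2 µM final | timing = 10 min preincubation, 3 h with tracer, room temperature | signal = fluorescence polarization | measure = percent inhibition | benchmarks = high control wells with 10 µM unlabelled Aha-Tn7 peptide (full inhibition) | replicates = singlicate testing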
TDP2 inh = TDP2 (human) inhibition, absorbance primary screen; O95551; recombinant TDP2, T5PNP hydrolysis, p-nitrophenol absorbance 415 nm; inhibition, % at 12.8 µM; 370,000 compounds, 0.34% hits;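 active means inhibition above the mean of all tested compounds plus 3 SD, set per campaign, cut at about 25% in these data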;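 further: 0% = DMSO with enzyme and 100% = buffer with substrate but no TDP2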
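Evaluation: % inhibition relative to enzyme-containing and enzyme-free wells. Material: recombinant human TDP2. Benchmarks: enzyme-free and DMSO wells. Timing: enzyme reaction with compound for 2 h at 37 °C. Compound dosing: 12.8 µM only. Measured by: p-Nitrophenol epi absorbance. Reagent: T5PNP substrate at 5 mM, a TopII-DNA adduct mimic. Replication: single well per compound.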
* = called active by the depositor.

SMILES	LEDGF integ inh	DDE Tn6 FP inh	PRMT1 inh	UHRF1 MBD2 ctr	TCR CD3 inh	SIAE primary	proKLK7 act	MBD2 DNA inh	Tn7 DDE FP	TDP2 inh
COc1ccc(Cc2nnc(NC(=O)C3CCCO3)s2)cc1 (stereo not drawn)	-1	4	-1	-2	4	-3	0.2	15*	0	-15
O=C(CSc1n[nH]c(-c2ccncc2)n1)c1ccccc1	5	2	2	0	-6	-1	0.1	4	1	4
COc1cc(C(=O)N/N=C(\C)Cc2ccccc2)cc(OC)c1OC	2	-1	1	-4	-1	3	0.1	-4	-4	-6
CC1CCN(c2ccc3c(c2)S(=O)(=O)c2cccc(C(=O)NCc4cccc(F)c4)c2C3=O)CC1	2	-8	2	2	7	-9	-4.6	2	-9	-2
Cc1ccc(C)c(SCC(=O)Nc2cccnc2Cl)c1	-1	4	2	4	-1	-2	-0.2	2	-1	-3
Cc1ccc2c(c1)C(c1ccccc1)N(C(=O)c1c(F)cccc1Cl)CC(=O)N2 (stereo not drawn)	-2	-6	5	1	-5	1	-0.6	4	-2	-14
CCOC(=O)CC(NS(=O)(=O)c1ccc(NC(C)=O)cc1)c1ccc(OCC)cc1 (stereo not drawn)	2	0	2	1	3	1	-0.1	-4	4	-11
O=C(CCN1CCOCC1)Nc1ccccc1	-2	-9	-3	-1	4	2	-0.1	4	-1	-5
CCOC(=O)C1=CCN(S(=O)(=O)c2ccc(F)cc2)C1c1ccc(Cl)cc1 (stereo not drawn)	-2	5	5	-1	6	2	-0.5	-4	3	-2
CC1CC(C)CN(S(=O)(=O)c2ccc3c(c2)CCN3C(=O)C2CC2)C1 (stereo not drawn)	2	-8	6	4	-7	3	0.1	0	-1	-5
OCc1nc2ccc(Cl)cc2[nH]1	0	-1	-1	-3	-2	2	0.2	4	2	11
O=C(/C=C/c1ccccc1)NCCN1CCOCC1	-4	7	3	5	-1	6	-1.1	2	-2	-8
COc1ccc(-n2ncc3c2CC(C)(C)CC3NC(=O)C2CCN(C(C)=O)CC2)cc1 (stereo not drawn)	2	4	-5	2	-3	3	0.0	1	-5	1
Cc1nnc(SCC(=O)N2CC(=O)Nc3ccccc32)s1	1	-3	-4	-1	5	-2	0.3	3	-3	20
CCOC(=O)N1CCN(C(=O)Nc2ccc(Cl)cc2)CC1	-4	-3	-2	0	-2	2	-0.4	6	-6	4
COC(=O)c1ccc2c(=O)n(NC(=O)C(c3ccccc3)c3ccccc3)c(=S)[nH]c2c1	0	4	-3	0	-9	0	0.1	6	-2	2
CCOc1ccc(/C=N/NS(=O)(=O)c2ccc(C)cc2)cc1OC	1	-3	5	1	-2	12	0.6	6	-3	-4
CC(C)CC(O)(CC(C)C)C(=O)NNc1ccccc1	0	10	3	0	6	7	-0.2	0	-4	11
Cc1ccc(NC(=O)COC(=O)CNC(=O)c2ccc3ccccc3c2)c([N+](=O)[O-])c1	-4	4	-2	-1	7	-3	0.0	0	2	-15
COc1ccc(C)cc1N(CC(=O)N/N=C/c1ccc2c(c1)OCO2)S(C)(=O)=O	-4	5	2	0	-5	2	-0.3	-2	3	-2
COc1cc(C(=O)N2c3ccccc3CCC2C)cc(OC)c1OC (stereo not drawn)	1	-2	1	-2	5	1	-0.2	3	-5	-19
COc1ccc2c(c1OC)C(=O)N1N=C(c3ccc(Cl)cc3)CC21 (stereo not drawn)	-1	0	1	1	1	0	0.5	-1	7	8
COc1ccc(N=C2C(=Nc3ccc(OC)cc3)N(c3ccc(OC)cc3)C(=S)N2C(=O)c2ccc(OC)cc2)cc1	1	2	1	3	-5	4	-0.3	1	-1	-6
C=CCNC(=S)NCc1cccnc1	-1	1	0	2	4	3	0.5	4	5	1
Cc1nc2ccccc2n1C(c1cccnc1)c1nc2ccccc2[nH]1 (stereo not drawn)	0	-1	8	-1	-6	6	0.8	1	-5	-2
CCn1c(-c2ccc[nH]c2=O)nc2ccccc21	2	-2	9	3	-4	0	5.8	0	3	6
O=C(CCCc1ccccc1)Nc1ccnn1C1CCN(Cc2ccccn2)CC1	4	-9	4	-1	-9	-9	-0.2	-6	1	-15
O=C(NCC(c1ccco1)N1CCc2ccccc2C1)C(=O)Nc1ccccc1 (stereo not drawn)	5	0	2	-3	-5	-5	0.1	-4	-8	16
CC(NC(=O)c1ccccc1)C(=O)OCC(=O)c1ccc(Br)cc1 (stereo not drawn)	2	-4	1	6	9	-29	-0.3	1	-1	8
Cc1cc(OCC(=O)OCC(=O)Nc2cccnc2Cl)ccc1Cl	-2	5	2	0	5	-1	0.0	1	-4	0

A few values from the list.
Entry for `O=C(NCC(c1ccco1)N1CCc2ccccc2C1)C(=O)Nc1ccccc1` (stereo not drawn) under DDE Tn6 FP inh: 0
Entry for `Cc1cc(OCC(=O)OCC(=O)Nc2cccnc2Cl)ccc1Cl` under Tn7 DDE FP: -4

New compounds follow.
SMILES	LEDGF integ inh	DDE Tn6 FP inh	PRMT1 inh	UHRF1 MBD2 ctr	TCR CD3 inh	SIAE primary	proKLK7 act	MBD2 DNA inh	Tn7 DDE FP	TDP2 inh
O=C(NCCCN1CCOCC1)c1ccc2c(c1)N(Cc1c(F)cccc1Cl)C(=O)c1ccccc1S2	0	1	1	1	1	-2	0.4	-2	-1	3
COC(=O)C1=C(C)NC(=O)C1(NC(=O)c1ccncc1)C(F)(F)F (stereo not drawn)	2	0	-2	0	2	-4	-0.3	0	-6	-13
Cn1c(=O)c2c(-c3ccccc3)n(-c3ccccc3Br)cc2n(C)c1=O	-4	-3	0	-2	8	7	0.0	-6	9	-5
COc1ccccc1-c1ccc(/C=C2\C=CC(=O)O2)o1	44*	-4	44*	27*	-1	0	0.1	15*	-4	6
COCCCNC(=O)c1cc2cc3cc(OC)ccc3nc2o1	3	-2	-4	-6	-3	-8	23*	-7	-7	-19
c1cncc(-c2ccnc3ncnn23)c1	0	6	-2	2	1	4	-0.2	1	-6	2
O=C(CCc1nnc(CCCCc2ccccc2)o1)NCCCc1cccnc1	-5	4	3	4	-2	-6	0.2	-1	5	0
Cc1ccc(S(=O)(=O)NC(C(=O)O)c2ccccc2)cc1 (stereo not drawn)	-4	9	0	1	-4	-4	-0.2	0	0	2
CC(=O)Cc1ccccc1OC(=O)c1ccco1	1	-2	0	-2	-3	2	0.2	-1	-2	5
COc1cc(C(=O)NCC(=O)N2CCN(S(=O)(=O)c3cc(C)ccc3C)CC2)cc(OC)c1OC	-1	3	-1	-2	-2	11	0.2	-6	8	-4
CCCn1c(C)cc(/C=C(\C#N)C(=O)OCC(=O)Nc2cc(OC)c(OC)c(OC)c2)c1C	4	-5	0	-5	-4	3	-5.2	2	-6	10
Cc1c(C(=O)O)oc2ccc(S(=O)(=O)N(CC(C)C)CC(C)C)cc12	2	-7	-5	-1	0	0	-0.6	-5	3	5
COc1ccc(NC(=O)CNC(=O)C2CCCCC2)cc1OC	5	0	-2	-1	1	1	-0.7	-3	-5	0
O=C(C1=C[C@H](c2ccc3c(c2)OCO3)C[C@H](OCc2ccc(CO)cc2)O1)N1CCN(Cc2ccc3c(c2)OCO3)CC1	2	-2	3	7	2	-8	1.8	7	2	-18
CCc1nc2ccc(C(=O)N3CCN(S(=O)(=O)CC)CC3)cn2c1N(CCC(C)C)CCN(C)C	-4	5	-1	3	-9	4	0.1	3	3	-1

Structural class, the entries above containing bromine
SMILES	LEDGF integ inh	DDE Tn6 FP inh	PRMT1 inh	UHRF1 MBD2 ctr	TCR CD3 inh	SIAE primary	proKLK7 act	MBD2 DNA inh	Tn7 DDE FP	TDP2 inh
CC(NC(=O)c1ccccc1)C(=O)OCC(=O)c1ccc(Br)cc1 (stereo not drawn)	2	-4	1	6	9	-29	-0.3	1	-1	8
Cn1c(=O)c2c(-c3ccccc3)n(-c3ccccc3Br)cc2n(C)c1=O	-4	-3	0	-2	8	7	0.0	-6	9	-5

(next part)
SMILES	LEDGF integ inh	DDE Tn6 FP inh	PRMT1 inh	UHRF1 MBD2 ctr	TCR CD3 inh	SIAE primary	proKLK7 act	MBD2 DNA inh	Tn7 DDE FP	TDP2 inh
COC(=O)[C@]1(CC(C)C)N[C@H](c2ccc(SC3CCCCC3)cc2)[C@@H]2C(=O)N(C)C(=O)[C@@H]21	-2	-2	2	-1	-3	-1	0.7	0	-3	8
CCCCS(=O)(=O)N1CCCc2nc(-c3ccc(Br)cc3)ccc21	2	3	-4	0	1	4	-0.6	0	1	-1
O=C(COc1ccc2c(C(F)(F)F)cc(=O)oc2c1)Nc1ccc(N2CCOCC2)cc1	1	5	-2	-2	8	7	-2.6	-6	-4	4
O=C(Nc1ccc(F)cc1)Nc1ccc(Cl)cn1	-4	-10	0	0	1	-1	0.5	0	0	0
C[C@H]1Cn2cnc(C(=O)NCC(=O)OC(C)(C)C)c2C(=O)N1	-4	10	0	3	6	-2	-0.4	-3	-1	4
COc1cc(/C=N/NC(N)=O)ccc1OC(=O)c1cccs1	3	4	1	1	-1	1	0.5	-1	5	10
O=C(NCCCn1ccnc1)/C(=C\c1cccnc1)NC(=O)c1ccccc1F	2	4	-3	0	5	-2	-0.7	2	-8	3
O=C(Nn1c(Cc2cccs2)nc2ccccc2c1=O)c1cccs1	-1	15	-4	-3	2	-2	0.0	-4	10	8
O=c1[nH]c(C2CCN(S(=O)(=O)c3ccc(F)cc3)CC2)nc2c1nnn2Cc1ccc2c(c1)OCCO2	-1	2	10	-2	-11	-26	-0.2	5	1	-18
Cc1cc(NC(=O)CSc2nnc(-c3ccncc3)n2Cc2ccccc2)n(-c2ccccc2)n1	70*	-5	1	2	-4	-2	-0.2	2	2	8
COc1ccc2c(c1)C(CC(C)=O)N(c1ccc(-c3cccs3)cc1)C(c1ccsc1)=C2 (stereo not drawn)	2	-8	1	4	-1	13	-0.2	-7	1	6
COC(=O)CCC(=O)NC(=S)Nc1ccc(S(=O)(=O)Nc2cc(C)on2)cc1	-1	0	0	0	10	2	0.3	-1	0	-10
COc1ccc(-c2cc3nc(NCCCN(C)C)n(C)c(=O)c3s2)cc1OC	-3	-6	4	12	-15	-27	7.3	13	-1	1
Cc1cc(NC(=O)c2ccccc2)ccc1NC(=O)c1ccccc1Cl	-6	-4	0	1	-6	-7	2.5	-2	4	-8
Cc1ccc(SCCOCCN2CC(C)OC(C)C2)cc1 (stereo not drawn)	7	6	-1	1	-1	-4	-0.1	0	2	4
CCC/C(=C1/c2ccccc2C(=O)N1c1ccccc1)c1ccc2[nH]ccc2c1	0	-5	2	-2	-8	-9	-53	2	-5	-5
COc1ccc(-c2nn(-c3ccccc3)cc2/C=C(\CC(=O)O)c2nc3ccccc3s2)cc1OC	6	-3	5	1	-10	-6	-1.0	6	-5	-13
COC(=O)c1cc(C(=O)OCC(=O)c2ccc3c(c2)NC(=O)CO3)cc([N+](=O)[O-])c1	-5	-5	3	2	2	3	0.0	6	6	-3

Source: PubChem BioAssay
